From PubChem BioAssay
Tb PYK inh – inhibitors of Trypanosoma brucei pyruvate kinase. TbPYK enzyme, Kinase-Glo Plus ATP luminescence, 45 min. Potency, µM (series often up to 76.8 µM), without a hit: at the highest dose activity, negative = inhibition, actives largely listed as inhibitors. 410,000 compounds, 0.12% hits; also: potency is read from the fitted curve at half-maximal effect; % is scaled to controls: 0 for no effect and ±100 for the full control effect; nearly all actives have a fitted effect of over 50% in size
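Luminescence from Kinase-Glo Plus, added after a 45-minute room-temperature reaction, served as the end-point read-out. The enzyme and substrate were preincubated with compound before ADP (130 uM final) initiated turnover. Concentration-effect curves came from normalized qHTS data.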
Shiga inhibitor – Shiga toxin inhibition; 290,000 compounds, 9.2% hits; inhibition, % at 38.7 µM; Vero cells, Shiga toxin protein synthesis inhibition reporter; AID 2315; in the data active = inhibition mostly above about 28%, no sharp cut-off; inactive = mostly below about 43%; also: 0% is about no effect
LmPK inhibitor – LmPK (Leishmania mexicana) enzyme inhibition | Q27686 | purified LmPK, Kinase-Glo ATP luminescence, 1 h | Potency, µM (highest dose often 57.5 µM), inactives show top-dose activity change, negative = inhibition, hits mostly inhibitors | 290,000 compounds, 0.37% hits | AID 1721; also: potency is read from the fitted curve at half-maximal effect; % is scaled to controls: 0 for no effect and ±100 for the full control effect
Target sequence (Q27686 whole entry, looked up): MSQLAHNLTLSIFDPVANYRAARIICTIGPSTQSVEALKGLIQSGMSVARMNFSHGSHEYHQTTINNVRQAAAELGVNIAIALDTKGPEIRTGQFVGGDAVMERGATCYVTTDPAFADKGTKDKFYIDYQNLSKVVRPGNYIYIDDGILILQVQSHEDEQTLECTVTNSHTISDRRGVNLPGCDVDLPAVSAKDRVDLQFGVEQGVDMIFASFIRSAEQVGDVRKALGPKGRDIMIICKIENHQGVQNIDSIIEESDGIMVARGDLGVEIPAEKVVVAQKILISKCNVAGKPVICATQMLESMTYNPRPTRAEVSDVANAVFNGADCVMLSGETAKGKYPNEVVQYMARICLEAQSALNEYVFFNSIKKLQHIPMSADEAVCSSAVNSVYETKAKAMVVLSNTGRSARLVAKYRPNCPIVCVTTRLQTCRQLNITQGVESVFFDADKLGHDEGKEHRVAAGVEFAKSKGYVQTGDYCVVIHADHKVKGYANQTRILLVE
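Purified LmPK (0.1 nM) converted ADP (0.1 mM) to ATP with PEP (0.5 mM) in imidazole buffer pH 7.2 with KCl and MgCl2, 1 h at room temperature. ATP was read by Kinase-Glo luminescence; data normalized to uninhibited and no-enzyme controls.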
Pf growth 96h – inhibits malaria parasite growth, 96 h; P. falciparum luciferase reporter growth, 96 h; Potency, µM (highest dose often 28.7 µM), for inactives: at the top dose activity change, negative = inhibition, hits mostly inhibitors; 320,000 compounds, 6.9% hits; AID 504834; also: potency is read from the fitted curve at half-maximal effect; % is scaled to controls: 0 for no effect and ±100 for the full control effect
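Luminescence readout: decreased luciferase signal marks inhibited growth of reporter-expressing P. falciparum in infected red cells (2% hematocrit, 0.05% parasitemia final), exposed to compound two generations (96 h, 37 C, 5% CO2).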
CHX counter – counter-screen for Shiga toxin inhibitors: cycloheximide protein synthesis inhibition | cell reporter, cycloheximide protein synthesis inhibition counterscreen | 300,000 compounds, 12% hits | max response, %; in the data active = max response mostly above about 13%, no sharp cut-off; inactive = mostly below about 14%; also: read at 38.3 µM for the half of the compounds with a filed dose; 0% is about no effect
HCV inhibitor – inhibitors of hepatitis C virus infection | 340,000 compounds, 3.4% hits | Potency, µM (doses to about 41.8 µM), without a hit: at the highest dose activity change, negative = inhibition, usual class: inhibitors | Huh7.5.1 HCVcc-Cre infection, luciferase reporter, 44 h | AID 651820; also: potency is read from the fitted curve at half-maximal effect; % is scaled to controls: 0 for no effect and ±100 for the full control effect
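After 44 h co-culture of compound, cells and HCVcc-Cre (~0.5 moi), substrate is added for 15 min at room temperature and luciferase measured over 15 sec. Cells were seeded at 1,000/well and pre-cultured 4 h.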
Pf growth 48h – inhibits P. falciparum growth in the first generation, 48 h; P. falciparum luciferase growth in erythrocytes, 48 h; Potency, µM (highest dose often 28.7 µM), inactives show at the top dose activity change, negative = inhibition, most hits filed as inhibitors; 310,000 compounds, 5.9% hits; AID 504832; also: potency is read from the fitted curve at half-maximal effect; % is scaled to controls: 0 for no effect and ±100 for the full control effect
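Here the parasites carry a stable luciferase gene and grow inside erythrocytes in Albumax-based RPMI medium with compound for one erythrocytic cycle. Activity is scored as loss of luminescent signal.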
Active calls of the source: *; u = inconclusive; x = no result given; + = active, no number; [ ] = remark or other dose. Unless noted, calls follow the shape of the dose curve; as a rule, active = well fitted curve in the direction sought with a large enough effect; inconclusive = small, poorly fitted or top-dose-only effect, or another doubt; inactive = no such curve, though single readings can be large; an effect the other way counts as inactive or inconclusive.

1) CCC1CCCCN1Cc1ccc(CNS(=O)(=O)c2ccc3c(c2)oc(=O)n3C)o1 (stereo unspecified)
2) COc1ccc(CCN(C)Cc2nc(-c3cnccn3)no2)cc1OC
3) CCOC(=O)C1CCN(S(=O)(=O)c2ccc3c(c2)N(C)C(=O)CC(=O)N3C)CC1
4) Cc1cc(=O)oc2c(C)c(OCC(=O)NCCCN3CCCC3=O)ccc12
5) CCC(CC)C(=O)Nc1nnc(S(=O)(=O)Nc2ccc(OC)cc2)s1
6) COc1ccc(CC(=O)Nc2ccc(OC(C)=O)cc2C(=O)O)cc1
Screen / compound no.,1,2,3,4,5,6
Tb PYK inh,-8%,4%,-7%,-3%,1%,-3%
Shiga inhibitor,14,-2,-1,11,-4,-8
LmPK inhibitor,3%,-3%,5%,-1%,7%,-3%
Pf growth 96h,2%,2%,-18%,u,-14%,u
CHX counter,-3,0,-3,-1,-2,-1
HCV inhibitor,4%,8%,-7%,6%,9%,5%
Pf growth 48h,u,10%,-2%,22%,x,19%

7) Cc1nc2sc(C(c3ccccc3)N3CCN(c4ccccc4F)CC3)c(O)n2n1 (stereo unspecified)
8) Cc1ccc(NC(=O)CCCN2C(=O)/C(=C/C=C/c3ccccc3)SC2=S)cc1
9) Cc1cc(NS(=O)(=O)c2ccc(NC(=O)/C=C/c3ccccc3)cc2)no1
10) O=S(=O)(c1ccc(Cl)cc1)N1CCN=C1SCc1ccc(Cl)c(Cl)c1
11) COc1cccc2c1O/C(=N\O)C(C(=O)Nc1cccc(Br)c1)C2 (stereo unspecified)
12) CCN(CC(=O)Nc1ccc(NC(C)=O)cc1)C(=O)c1cc2c(s1)CCCC2
Screen / compound no.,7,8,9,10,11,12
Tb PYK inh,7%,6%,1%,4%,6%,5%
Shiga inhibitor,-2,-10,-9,-6,80*,x
LmPK inhibitor,4%,5%,6%,-2%,0%,x
Pf growth 96h,u,-26%,-7%,u,18%,-7%
CHX counter,4,-9,-2,-2,33*,x
HCV inhibitor,7%,0%,9%,13%,u,3%
Pf growth 48h,u,7%,21%,17%,-21%[0.00184 µM],-15%

Filtered by structure, those above containing a halogen.
7) Cc1nc2sc(C(c3ccccc3)N3CCN(c4ccccc4F)CC3)c(O)n2n1 (stereo unspecified)
10) O=S(=O)(c1ccc(Cl)cc1)N1CCN=C1SCc1ccc(Cl)c(Cl)c1
11) COc1cccc2c1O/C(=N\O)C(C(=O)Nc1cccc(Br)c1)C2 (stereo unspecified)
Screen / compound no.,7,10,11
Tb PYK inh,7%,4%,6%
Shiga inhibitor,-2,-6,80*
LmPK inhibitor,4%,-2%,0%
Pf growth 96h,u,u,18%
CHX counter,4,-2,33*
HCV inhibitor,7%,13%,u
Pf growth 48h,u,17%,-21%[0.00184 µM]

Going on with the list.
13) Cc1ccc(Cl)cc1N1CCN(C(=O)c2noc(C(C)C)c2[N+](=O)[O-])CC1
14) CCCn1c(N2CCN(C)CC2)nc2c1c(=O)[nH]c(=O)n2C
15) O=C(Nc1ccccc1F)c1cc2nc(C(F)F)cc(C(F)F)n2n1
16) Cc1nn2c(NCCOCCO)c3c(nc2c1-c1ccccc1)CCCC3
17) CN(C)C(CNC(=O)CSc1nc2sc3c(c2c(=O)n1C)CCCC3)c1ccccc1 (stereo unspecified)
18) COc1ccc(N2CCN(C(=O)CCSCc3ccccc3F)CC2)cc1
Screen / compound no.,13,14,15,16,17,18
Tb PYK inh,0%,-3%,1%,-12%,-2%,-4%
Shiga inhibitor,22,-5,52*,-10,x,19
LmPK inhibitor,4%,1%,-2%,1%,x,-4%
Pf growth 96h,u,-12%,114%[activator],u,12µM*,-28%
CHX counter,4,-2,22*,-4,x,7
HCV inhibitor,3.5µM*,14%,u,11µM*,u,24%
Pf growth 48h,u,4%,97%[activator],-3%,u,-2%

19) O=C(NCC1CC1)[C@]1(C(F)(F)F)C[C@H](CCC2CCCCC2)CCCO1
20) O=C1COc2cc(S(=O)(=O)CCC(=O)N3CCCCC3)c(Cl)cc2N1
21) COC(=O)c1[nH]c2ccccc2c1NC(=O)CN1CCCc2ccccc21
22) Cc1nc(N)c(Br)c(C)c1Br
23) Oc1[nH]c2ccccc2c1N=NC(=S)NCCc1ccccc1
24) Cc1cc(F)ccc1NC(=O)C1CSC2(C)CCC(=O)N12 (stereo unspecified)
Screen / compound no.,19,20,21,22,23,24
Tb PYK inh,-4%,4%,2%,7%,-1%,1%
Shiga inhibitor,-5,-4,25,4,2,x
LmPK inhibitor,x,-5%,-1%,2%,2%,x
Pf growth 96h,x,66%[activator],3.3µM*,15%,0%,5%
CHX counter,2,-2,13,5,12,x
HCV inhibitor,-1%,11%,u,u,-16%,27%
Pf growth 48h,x,-3%,2.1µM*,u,-13%,7%

Brought forward from above: two compounds; new compounds follow.
23) Oc1[nH]c2ccccc2c1N=NC(=S)NCCc1ccccc1
24) Cc1cc(F)ccc1NC(=O)C1CSC2(C)CCC(=O)N12 (stereo unspecified)
25) CCc1nn(CC(=O)N2CCC(C)CC2)c(=O)c2cccn12
26) Nc1nnc(SCc2ccccc2F)n1-c1ccccc1
27) Cc1nc(NCCc2ccc(O)cc2)c2nnn(Cc3ccccc3)c2n1
28) CC(CC(=O)c1cccs1)CC(=O)c1cccs1
29) CC1(c2cccc(Br)c2)NC(=O)N(CC(=O)NCC2CCCO2)C1=O (stereo unspecified)
30) Cc1nc(C(=O)N2CCCC(C(=O)c3cccc(OC(C)C)c3)C2)cs1 (stereo unspecified)
Screen / compound no.,23,24,25,26,27,28,29,30
Tb PYK inh,-1%,1%,-2%,3%,-6%,2%,2%,-5%
Shiga inhibitor,2,x,-12,-6,1,+,x,-6
LmPK inhibitor,2%,x,9%,-12%,-8%,0%,x,-10%
Pf growth 96h,0%,5%,-6%,0%,u,141%[activator],-5%,u
CHX counter,12,x,-3,-2,-2,56*,x,11
HCV inhibitor,-16%,27%,11%,9%,u,16%,-6%,u
Pf growth 48h,-13%,7%,12%,1%,-4%,119%[activator],-12%,-1%

31) O=C(c1ccccc1)N1CCN(c2ccc([N+](=O)[O-])c(NCc3ccco3)c2)CC1
32) O=C(CSc1nncs1)NC(=O)NC1CCCC1
33) O=C(Nc1ccccc1)OCc1cn(-c2ccc(Cl)cc2)nn1
34) COc1ccc2c(C)cc3nncn3c2c1
35) O=C(Nc1ccc(C(F)(F)F)cc1)N1CCN(c2ccnc3cc(Cl)ccc23)CC1
36) COC(=O)c1ccccc1NC(=O)Nc1cc(C(C)(C)C)on1
Screen / compound no.,31,32,33,34,35,36
Tb PYK inh,2%,2%,6%,-1%,4%,-8%
Shiga inhibitor,-19,17,-22,3,17,34
LmPK inhibitor,3%,-3%,8%,2%,2%,-2%
Pf growth 96h,u,u,57%[activator],-13%,u,-12%
CHX counter,-2,-4,-4,0,12,40*
HCV inhibitor,8.9µM*,17%,-11%,-18%,8.9µM*,u
Pf growth 48h,u,5%,51%[activator],14%,1.5µM*,25%

37) CCOC(=O)c1c(NC(=S)NC(=O)c2ccc(Cn3cc(Cl)cn3)o2)sc2c1CCC(C)C2 (stereo unspecified)
38) O=C(NC1CCCN(Cc2ccc(Cl)cc2)C1)c1cnc2ccccn2c1=O (stereo unspecified)
39) O=C(O)C1CC=CCC1C(=O)Nc1ccccc1 (stereo unspecified)
40) Cc1ccc(C)c(N2CCN(S(=O)(=O)c3cccc4cccnc34)CC2)c1
41) O=C(Nc1cccnc1)c1sc(Nc2ccccc2)nc1-c1ccccc1
42) O=C(CN1C(=O)CSc2ccc(S(=O)(=O)N3CCOCC3)cc21)NCCCN1CCOCC1
Screen / compound no.,37,38,39,40,41,42
Tb PYK inh,0%,6%,1%,2%,-5%,-12%
Shiga inhibitor,-6,-8,37,-16,-18,6
LmPK inhibitor,0%,6%,2%,6%[11.5 µM],1%,5%
Pf growth 96h,87%[activator],16%,x,u,-5%,u
CHX counter,-3,-1,9,-7,-1,6
HCV inhibitor,u,u,-29%,12%,u,18%
Pf growth 48h,39%[activator],-25%,0%,-18%,11%,15%

43) O=C(CSc1nc2ccccc2o1)N1CCOCC1
44) CCC(C)NCC(=O)Nc1cc(S(=O)(=O)N(CC)c2ccccc2)ccc1Cl (stereo unspecified)
45) COC(=O)/C=c1/s/c(=C(/C#N)C(=O)NCc2ccccc2)n(-c2ccccc2)c1=O
46) CC1CCN(C(=O)CSc2nnc3c(n2)[nH]c2ccc(F)cc23)CC1
47) CN(C)c1cccc(C(=O)NNC(=O)NC2CCCCC2)c1
48) c1ccc(Nc2nc(-c3cccs3)cs2)nc1
Screen / compound no.,43,44,45,46,47,48
Tb PYK inh,5%,0%,-8%,-3%,6%,4%
Shiga inhibitor,42*,16,-21,-10,-8,88*
LmPK inhibitor,-3%,1%,1%,-1%,-5%,u
Pf growth 96h,61%[activator],u,16%,u,6.6µM*,u
CHX counter,27*,3,-3,-7,1,33*
HCV inhibitor,17%,u,11%,7%,3%,-27%
Pf growth 48h,17%,u,x,1.7µM*,-2%,373%[activator]

49) CC(=O)c1ccc(S(=O)(=O)Nc2ccc(C(=O)NC3CC3)cc2)cc1
50) O=C(c1ccc2ccccc2c1)N1CCN(S(=O)(=O)/C=C/c2ccccc2)CC1
51) CC1(C)Cc2ccccc2-c2nnc(SCc3ccccc3)n21
52) Cc1ccc(NC(=O)Cn2nnc(C(=O)NCc3ccco3)c2N)cc1
53) CC(C)c1nc(NCCO)c2nnn(Cc3ccccc3)c2n1
54) COc1ccc(N=C2SC(C(=O)Nc3ccc(OC)cc3)CC(=O)N2CCN2CCOCC2)cc1 (stereo unspecified)
Screen / compound no.,49,50,51,52,53,54
Tb PYK inh,7%,-1%,0%,-12%,-13%,-3%
Shiga inhibitor,x,-6,18,2,-5,15
LmPK inhibitor,x,1%,1%,2%,2%,6%
Pf growth 96h,49%[activator],u,x,0%,15%,-14%
CHX counter,x,-1,11*,2,-5,-3
HCV inhibitor,-2%,-28%,-13%,-3%,u,19%
Pf growth 48h,15%,-10%,u,x,-17%,2%

55) Cc1ccc(Cl)cc1NC(=O)CN1CCN(C(=O)C2CCCO2)CC1 (stereo unspecified)
56) O=C(NCCCn1ccnc1)C1CC(c2cccc(Br)c2)=NO1 (stereo unspecified)
57) Cc1cc(C)c(C)c(S(=O)(=O)N2CCN(C(=O)c3ccncc3)CC2)c1C
58) N#CC(C(=O)Nc1ccccc1)=C1CCCCC1
59) Cc1ccc(S(=O)(=O)N2CCOCC2)cc1NC(=O)COC(=O)c1cc(=O)[nH]c2ccccc12
60) CN(C)c1ccc(N=Nc2ccccc2C(=O)OCC(=O)N(C)c2ccccc2)cc1
61) Cc1cc(C)c2[nH]c(=O)c(CN(CC3CCCO3)S(=O)(=O)c3ccc4c(c3)OCCO4)cc2c1 (stereo unspecified)
62) O=C(c1ccc2ncsc2c1)N1CCN(c2ccccc2Cl)CC1
Screen / compound no.,55,56,57,58,59,60,61,62
Tb PYK inh,11%,1%,-9%,3%,-1%,-11%,2%,0%
Shiga inhibitor,-7,-9,x,16,-11,64,3,105*
LmPK inhibitor,-3%,-4%,x,3%,6%,2%,3%,0%
Pf growth 96h,7%,-2%,-10%,25%,4%,u,u,28%
CHX counter,-3,-2,x,15*,-2,34*,-1,20*
HCV inhibitor,6%,3%,-7%,17%,-1%,u,u,7%
Pf growth 48h,46%[activator],1%,6%,19%,-6%,13µM*,-23%,32%[activator]
